Assay outcomes deposited in PubChem by NCI.
All columns: NCI-60 one-dose screen, growth in % after 48 h at 10 µM unless noted; 100 = growth as untreated, 0 = no growth, -100 = all killed.
SNB-75 – SNB-75 CNS cancer. 79,000 tested, 5% active. AID 1794750
COLO 205 – COLO 205 colon cancer; 79,000 tested, 7.3% active
HT29 – HT29 colon cancer. 81,000 tested, 7.4% active. AID 1794748
A498 – A498 renal cancer cells. 76,000 tested, 5.4% active. AID 1794774
HCC-2998 – HCC-2998 colon cancer | 79,000 tested, 4.7% active
HCT-15 – HCT-15 colon cancer; 82,000 tested, 5.2% active; AID 1794746
SW-620 – SW-620 colon cancer; 82,000 tested, 5.2% active; AID 1794795
KM12 – KM12 colon cancer cells. 82,000 tested, 5% active
HCT-116 – HCT-116 colon cancer; 82,000 tested, 7.3% active
Active calls of the source: *; nt = not tested or not shown; & = joins results of further samples. The calls were made as follows: active = growth percent below 10; inactive = the rest.

[1] C=C1C(=O)O[C@@H]2C[C@]3(C)CC[C@]4(C)[C@H](CC[C@@H]5[C@@]6(C)CCC(=O)C(C)(C)[C@@H]6CC[C@]54C)[C@H]3[C@H]12
[2] CCCCn1c(=O)c(/C=C/C(=O)/C=C/c2ccc(OC)cc2)cc2cc(Cl)ccc21
[3] COC1C(=O)CCC2(CO2)C1(O)C1(C)OC1CC=C(C)C (configuration not stated)
[4] Cc1cc(C)cc(NS(=O)(=O)CCCS(=O)(=O)Nc2cc(C)cc(C)c2)c1
[5] Cc1nn2c(n[n+]([O-])c3ccccc32)c1C
[6] CCCOC(=O)c1ccc([N+](=O)[O-])o1
Screen / compound no.	1	2	3	4	5	6
SNB-75	76	85	77	75	94	84
COLO 205	119	88	81	79	131	120
HT29	108	9.7*	57	88	106	92
A498	108	92	115	91	106	nt
HCC-2998	114	91	51	85	nt	121
HCT-15	105	28	47	86	94	102
SW-620	111	18	55	101	107	97
KM12	110	26	53	85	105	101
HCT-116	108	-67*	44	76	102	105

[7] NNC(=O)c1nc[nH]c1C(=O)NN
[8] O=C(O)c1ccc(-n2cc(CNc3ccc(F)cc3)c(-c3ccc(F)cc3)n2)cc1
[9] NS(=O)(=O)c1ccc(Nc2nc(SCc3ccc([N+](=O)[O-])cc3)nc3ccccc23)cc1
[10] Cc1c(/C(=N/O)c2ccccc2)oc2ccc(N)cc12
[11] COc1cc2oc(-c3cccc(C(=O)Nc4ccc5c(c4)OCO5)c3)cc(=O)c2c(O)c1OC
[12] CCCCn1c(OC(=S)N(CC)CC)cc(C)nc1=S
Screen / compound no.	7	8	9	10	11	12
SNB-75	85	97	78	70	85	78
COLO 205	97	114	104	106	95	110
HT29	100	94	94	95	76	95
A498	94	82	85	78	nt	91
HCC-2998	101	104	113	103	105	101
HCT-15	94	70	76	100	94	96
SW-620	100	94	97	104	84	103
KM12	98	85	81	94	71	99
HCT-116	97	79	88	91	57	99

Grouped by structure, the compounds so far containing a furan ring, fused or not.
[6] CCCOC(=O)c1ccc([N+](=O)[O-])o1
[10] Cc1c(/C(=N/O)c2ccccc2)oc2ccc(N)cc12
Screen / compound no.	6	10
SNB-75	84	70
COLO 205	120	106
HT29	92	95
A498	nt	78
HCC-2998	121	103
HCT-15	102	100
SW-620	97	104
KM12	101	94
HCT-116	105	91

(list continues)
[13] COC(=S)OC1CC(n2cnc3c(N)ncnc32)OC1CO[Si](C)(C)C(C)(C)C (configuration not stated)
[14] O=C(/C=C/c1ccccc1)c1ccc(Nc2nc(NCCO)nc(N3CCOCC3)n2)cc1
[15] O=C(O)N/N=C/c1ccccc1Cl
[16] Cc1c(C)c2ccc(OCc3nnc4sc(-c5ccccc5)nn34)cc2oc1=O
[17] COC(=O)[C@]12CCC(C)(C)C[C@H]1[C@H]1C(=O)C[C@@H]3[C@@]4(C)c5c([nH]c6ccccc6c5=O)C(C)(C)[C@@H]4CC[C@@]3(C)[C@]1(C)CC2
[18] Cc1cc(NC(=O)NCc2ccco2)ccc1NC(=O)NCc1ccco1
Screen / compound no.	13	14	15	16	17	18
SNB-75	95	71	96	98	65	92
COLO 205	112	nt	107	85	77	105
HT29	100	53	95	64	45	112
A498	84	61	80	99	69	112
HCC-2998	102	107	106	99	72	nt
HCT-15	94	67	97	101	46	104
SW-620	98	77	100	89	71	107
KM12	95	50	100	79	73	114
HCT-116	113	19	105	78	34	99

Individual results from the list.
COC(=O)[C@]12CCC(C)(C)C[C@H]1[C@H]1C(=O)C[C@@H]3[C@@]4(C)c5c([nH]c6ccccc6c5=O)C(C)(C)[C@@H]4CC[C@@]3(C)[C@]1(C)CC2 @ HCC-2998 = 72
COc1cc2oc(-c3cccc(C(=O)Nc4ccc5c(c4)OCO5)c3)cc(=O)c2c(O)c1OC @ HCT-116 = 57
CCCOC(=O)c1ccc([N+](=O)[O-])o1 @ HCC-2998 = 121

(more compounds)
[19] Cc1nc(Nc2cccc(N)c2)c2ccccc2n1
[20] CC(=O)NCCSC(=O)CCCCC(=O)SCCNC(C)=O
[21] CCCCCCCCCCCCCCCCNC(=O)Nc1ccc(Cl)cc1
[22] Fc1ccc(C2CC(c3cccc(Nc4ccncc4)c3)=NN2c2ccccc2)cc1 (configuration not stated)
[23] Cc1ccc(OS(=O)(=O)c2ccc(C)cc2)cc1
[24] Cc1cc(OCCCC(=O)O)ccc1Cl
Screen / compound no.	19	20	21	22	23	24
SNB-75	86	84	101	68	92	95
COLO 205	103	108	123	-65*	104	110
HT29	112	103	99	0.6*	95	114
A498	100	101	84	85	98	99
HCC-2998	106	100	117	4.0*	100	117
HCT-15	103	102	104	2.7*	107	96
SW-620	99	100	97	-65*	104	102
KM12	108	105	109	8.8*	102	111
HCT-116	96	92	101	62	105	95

[25] OCC(O)C(O)C(O)C(O)c1nc2ccccc2s1 (configuration not stated)
[26] C[C@@H]1CC[C@]2(C)[C@H](CC[C@@H]3O[C@@]32C)[C@@]1(C)CCc1ccoc1
[27] CC(OC1CCC(OC2NCC(C(F)(F)F)CC2Cl)CC1)C(=O)NCCCCC(NC(=O)COCCOCCNC(=O)c1ccc(N2CCN(Cc3ccc(Cl)cc3)CC2)c([N+](=O)[O-])c1)C(=O)NCCCCC(NC(=O)COCCOCCNC(=O)C(NS(=O)(=O)C1CCC(N=NC2CCC(N(C)C)CC2)CC1)C(C)C)C(=O)NCCOCCOCC(=O)NC(CCCCNC(=O)CN1CCN(CC(=O)O)CCN(CC(=O)O)CCN(CC(=O)O)CC1)C(=O)O (configuration not stated)
[28] O=C(COC(=O)c1ccc(S(=O)(=O)N2CCCCCC2)cc1)NCC1CCCCC1
[29] Cn1nc(C(F)(F)F)cc1-c1cnc(C#N)nc1NC1CCCCCC1
[30] COc1cc(C2CC(c3ccc(Oc4ccc(Cl)cc4)cc3)=NN2c2nc(-c3ccc(F)cc3)c(C#N)c(N3CCOCC3)n2)cc(OC)c1OC (configuration not stated)
Screen / compound no.	25	26	27	28	29	30
SNB-75	93	85	91	114	71	83
COLO 205	120	97	106	121	98	107
HT29	107	85	100	111	93	111
A498	123	83	113	102	74	121
HCC-2998	123	97	104	nt	104	113
HCT-15	111	99	100	111	84	97
SW-620	96	97	102	108	98	110
KM12	110	100	106	100	103	107
HCT-116	106	96	90	108	81	105

[31] CCCCCCCCCCCC(=O)OCCCC
[32] Cc1ccc(SC2c3ccc(Br)cc3Oc3nc(N)c(C#N)c(N)c32)cc1 (configuration not stated)
[33] Nc1nc(N)c2c(ccc3c2ccn3Cc2cccc([N+](=O)[O-])c2)n1
[34] COc1cc(/C=C2\SC(=S)NC2=O)ccc1OCCCCOc1ccc(/C=C2\SC(=S)NC2=O)cc1OC
[35] CCOC(=O)c1cc(C(=O)c2cc(OC)c(OC)c(OC)c2)n2ccc3ccccc3c12
[36] O=[N+]([O-])c1cc(S(=O)(=O)NCc2ccco2)ccc1N/N=C/c1ccccn1
Screen / compound no.	31	32	33	34	35	36
SNB-75	88	62	-90*	95	70	84
COLO 205	121	83	-89*	128	113	106
HT29	110	97	-60*	132	100	104
A498	101	105	-89*	103	111	107
HCC-2998	114	107	-86*	119	104	99
HCT-15	100	86	-85*	98	104	88
SW-620	102	91	-92*	108	101	104
KM12	98	99	-92*	104	100	98
HCT-116	103	76	-85*	107	98	98

[37] O=Cc1ccc(OCc2cn(CC(=O)Nc3nc4ccccc4s3)nn2)cc1
[38] CCn1c(Sc2nnc(NC(=O)CSC(=S)N3CCCCC3)s2)nc2c1c(=O)n(C)c(=O)n2C
[39] O=C(O)CNCc1ccc(Cl)cc1
[40] COc1ccc(-c2nc(-c3ccccc3C)c3c(-c4ccc(C(F)(F)F)cc4)c(-c4ccccc4)[nH]c3n2)cc1
[41] Cc1[nH]c(=O)[nH]c(=O)c1CCSSCCc1c(C)[nH]c(=O)[nH]c1=O
[42] COc1cc(CNC(=O)Cc2ccccc2)ccc1OCc1cn(-c2ccc(F)cc2)nn1
Screen / compound no.	37	38	39	40	41	42
SNB-75	86	89	104	105	97	92
COLO 205	111	nt	117	114	107	nt
HT29	118	41	111	98	99	111
A498	122	nt	95	146	107	nt
HCC-2998	109	82	108	103	102	106
HCT-15	103	49	102	100	113	106
SW-620	100	62	97	103	108	109
KM12	106	64	102	92	101	108
HCT-116	107	88	108	93	101	102

[43] C[C@H]1[C@H](C)CC[C@]2(C(N)=O)CC[C@]3(C)C(=CC[C@@H]4[C@@]5(C)Cc6c([nH]c7ccccc67)C(C)(C)[C@@H]5CC[C@]43C)[C@H]12
[44] O=C1C=CC(=O)C2CC=CCC12 (configuration not stated)
[45] Cc1cc(N(CCCNc2ccnc3cc(Cl)ccc23)Cc2ccccn2)nc(N2CCOCC2)n1
[46] CC(=O)Nc1ccc(C(=O)C=O)cc1
[47] C=C1C(=O)O[C@H]2[C@H]1CC/C(COC(=O)c1cc3cc(Cl)ccc3[nH]1)=C\CC[C@@]1(C)O[C@@H]21
[48] COc1ccc2nc(NC(=O)c3ccc(N(C)C)cc3)sc2c1
Screen / compound no.	43	44	45	46	47	48
SNB-75	108	87	69	96	-97*	101
COLO 205	80	nt	nt	108	-78*	90
HT29	75	112	56	110	-76*	100
A498	nt	109	92	96	-12*	96
HCC-2998	100	112	105	109	-70*	98
HCT-15	91	106	87	104	-61*	59
SW-620	97	119	84	107	-53*	92
KM12	86	103	103	99	-60*	58
HCT-116	69	107	58	94	-70*	80

Some of the entries so far, with two lines to a compound:
The line under a structure holds: SNB-75	COLO 205	HT29	A498	HCC-2998	HCT-15	SW-620	KM12	HCT-116
(45) Cc1cc(N(CCCNc2ccnc3cc(Cl)ccc23)Cc2ccccn2)nc(N2CCOCC2)n1
 : 69	nt	56	92	105	87	84	103	58
(46) CC(=O)Nc1ccc(C(=O)C=O)cc1
 : 96	108	110	96	109	104	107	99	94
(47) C=C1C(=O)O[C@H]2[C@H]1CC/C(COC(=O)c1cc3cc(Cl)ccc3[nH]1)=C\CC[C@@]1(C)O[C@@H]21
 : -97*	-78*	-76*	-12*	-70*	-61*	-53*	-60*	-70*

The results go on.
[49] COc1ccc(OC)c(/C=C2\Cc3cc(F)ccc3C2=O)c1
[50] C=CCN1C(=O)C2(c3ccccc31)N(C)CC(c1ccc([N+](=O)[O-])cc1)C21SC2=NC3C(NN2C1=O)N(CC)C(=O)N3CC (configuration not stated)
[51] Cc1cc(N2CCOCC2)nc(N2CCC(C#N)CC2)n1
[52] COc1nc(OC)c2[nH]cnc2n1
[53] CCn1c2c(c3ccccc31)SC1c3cccn3CCN1C2=S (configuration not stated)
[54] Cc1cc(C)c(Nc2n[nH]c(=S)s2)cc1C
Screen / compound no.	49	50	51	52	53	54
SNB-75	85	93	92	96	80	95&88
COLO 205	98	110	107	113	109	112&101
HT29	110	95	98	107	90	90&97
A498	103	107	88	nt	115	86&86
HCC-2998	105	101	101	86	100	104
HCT-15	107	108	100	97	82	109&103
SW-620	95	110	102	99	95	108&106
KM12	94	97	107	105	96	101&107
HCT-116	95	99	94	101	98	103&103

[55] CC(C)NC(=S)Nc1c(N)[nH]c(=O)[nH]c1=O
[56] COc1ccc(-c2nn(-c3cccc(NC(=O)Nc4ccc(Cl)c(C(F)(F)F)c4)c3)cc2-c2ccncc2)cc1Cl
[57] Oc1c(CN2CCOCC2)cc(CN2CCOCC2)c(O)c1O
[58] CCCCCCCCCCNC(=O)C(C)O (configuration not stated)
[59] Nc1nc2c(N=Nc3ccccc3)c(N)nn2cc1-c1nc2ccccc2s1
[60] CNC1(S(=O)(=O)O)C(=O)Nc2ccccc21 (configuration not stated)
Screen / compound no.	55	56	57	58	59	60
SNB-75	89	26	107	87	91	83
COLO 205	135	-33*	100	111	105	101
HT29	112	2.8*	103	110	101	102
A498	104	-0.9*	106	82	79	nt
HCC-2998	121	38	106	114	105	98
HCT-15	105	16	99	103	104	99
SW-620	111	18	102	98	105	93
KM12	112	4.0*	103	107	101	104
HCT-116	101	8.6*	98	105	107	93

[61] COc1ccc(C(=O)/C=C/c2cc(-c3cc(OC)c(OC)c(OC)c3)n[nH]2)cc1
[62] COc1ccc(/C=C/c2cc(O)cc(OC3OC(CO)C(O)C(O)C3O)c2)cc1O (configuration not stated)
[63] OC(CC(c1ccccc1)c1cccc2ccccc12)(c1ccccc1)c1ccccc1 (configuration not stated)
[64] COc1cc(-c2nn(-c3ccc(NC(=O)CN4CCOCC4)cc3)cc2-c2ccncc2)ccc1Cl
[65] O=c1c2sc3ncc(Br)cc3c2nnn1-c1cccc(Cl)c1
[66] O=C(O)Cc1cc(=O)[nH]n(-c2ccccc2)c1=O
[67] Cc1ccc(NC2=C(Cl)C(=O)c3nc(C)ccc3C2=O)cc1
[68] O=C(NCc1ccc(Cl)cc1Cl)C1CCC(=O)N1c1nccs1 (configuration not stated)
Screen / compound no.	61	62	63	64	65	66	67	68
SNB-75	44	103	75&103	69	80	91	-42*	85
COLO 205	31	124	92&90	31	113	110	106	107
HT29	1.3*	100	53&68	38	97	103	82	92
A498	62	nt	90&73	89	90	98	91	94
HCC-2998	91	nt	88&99	87	99	106	5.0*	99
HCT-15	8.5*	83	68&79	28	94	107	-77*	103
SW-620	-38*	101	81&77	35	103	108	-31*	107
KM12	-60*	50	91&89	58	105	107	37	104
HCT-116	-76*	107	46&59	17	97	101	-39*	88
